Screening data (PubChem)
EBV LMP1 NFkB: Epstein-Barr LMP1 NF-kappaB reporter inhibition; inhibition, % at 12.5 µM; LMP1-induced NF-kappaB luciferase reporter cells, luminescence; 0.69% of 350,000 active; in the data active = inhibition above about 41%;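 note: 0% = neutral control wells and 100% = reference inhibitor control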
NOD2 RIPK2 PPI: inhibitors of human NOD2-RIPK2 interaction | 0.38% of 360,000 active | AID 624267 | O43353 | inhibition, % at 4.98 µM | CHO BLA complementation NOD2-RIPK2, CCF4 ratio; in the data active = inhibition above about 21%;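 note: 0% = vehicle only and 100% = reference blocker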
Target sequence (O43353 whole entry, looked up): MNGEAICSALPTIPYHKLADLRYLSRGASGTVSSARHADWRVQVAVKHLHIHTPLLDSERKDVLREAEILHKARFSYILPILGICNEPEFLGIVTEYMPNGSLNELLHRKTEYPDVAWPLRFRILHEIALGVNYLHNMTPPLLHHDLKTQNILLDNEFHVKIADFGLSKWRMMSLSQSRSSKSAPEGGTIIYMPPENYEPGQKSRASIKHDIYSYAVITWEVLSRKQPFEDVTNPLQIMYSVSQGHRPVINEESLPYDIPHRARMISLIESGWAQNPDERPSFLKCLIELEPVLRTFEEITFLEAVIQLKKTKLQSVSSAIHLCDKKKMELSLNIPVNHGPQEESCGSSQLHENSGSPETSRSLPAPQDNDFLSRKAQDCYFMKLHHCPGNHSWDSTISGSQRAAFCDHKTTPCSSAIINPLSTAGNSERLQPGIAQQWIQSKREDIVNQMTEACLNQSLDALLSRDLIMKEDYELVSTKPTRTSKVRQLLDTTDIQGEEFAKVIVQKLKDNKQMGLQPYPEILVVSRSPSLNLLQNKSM
COUP-TFII inh: inhibitors of human COUP-TFII (NR2F2); inhibition, % at 8.6 µM; AID 686940; P24468; HEK293T NGFI-A luciferase reporter, luminescence; 0.7% of 370,000 active;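 active = inhibition above a per-plate cutoff, mean inhibition of test wells between control levels plus 3 SD, cut at about 38% in these data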;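 note: cells cotransfected with COUP-TFII expression vector driving the NGFI-A reporter; 0% = median of COUP-TF2 test wells and 100% = reporter-only cells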
Target sequence (P24468 whole entry, looked up): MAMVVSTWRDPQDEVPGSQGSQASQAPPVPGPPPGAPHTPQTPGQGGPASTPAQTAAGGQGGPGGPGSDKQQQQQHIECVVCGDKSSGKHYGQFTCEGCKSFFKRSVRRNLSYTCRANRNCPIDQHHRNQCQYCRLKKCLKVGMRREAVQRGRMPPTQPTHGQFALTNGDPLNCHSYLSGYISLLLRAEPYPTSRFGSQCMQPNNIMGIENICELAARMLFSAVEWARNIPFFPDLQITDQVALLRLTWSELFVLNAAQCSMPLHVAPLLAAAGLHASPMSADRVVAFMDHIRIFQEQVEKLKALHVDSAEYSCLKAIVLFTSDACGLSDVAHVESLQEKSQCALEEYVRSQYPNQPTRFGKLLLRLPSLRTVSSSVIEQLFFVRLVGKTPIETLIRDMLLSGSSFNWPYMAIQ
SRC3 inh: inhibitors of human steroid receptor coactivator 3 (SRC3). AID 588352. 0.17% of 360,000 active. Q9Y6Q9. HEK293 GAL4-SRC3 luciferase reporter, luminescence. inhibition, % at 3.6 µM;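 active = inhibition above a per-campaign cutoff, the mean of all compounds plus 3 SD, cut at about 60% in these data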;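 note: 0% = DMSO-treated cells and 100% = gossypol-treated cells at 36 µM; higher means less SRC3-driven luciferase light from the GAL4 reporter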
SRC1 inh: inhibitors of human steroid receptor coactivator 1 (SRC1); Q15788; HEK293 GAL4-SRC1 luciferase reporter, luminescence; inhibition, % at 3.6 µM; 0.12% of 360,000 active;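 active = inhibition above the campaign mean plus 3 SD, with each screening campaign given its own cutoff, cut at about 60% in these data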;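 note: 0% = DMSO treated cells and 100% = gossypol at 36 µM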
TWEAK-Fn14 inh: TWEAK-Fn14 signaling inhibition; TWEAK-stimulated Fn14 reporter cells, luciferase luminescence, 8 h; inhibition, % at 10 µM; 2% of 360,000 active; AID 1159606; in the data active = inhibition above about 50%
TRAIL sens C8: caspase-8 TRAIL sensitization. 1% of 360,000 active. inhibition (viability loss, TRAIL sensitization), % at 10 µM. NB7+C8 cells + TRAIL, ATPlite viability luminescence;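 active = compounds causing at least 50% loss of cell viability in the single-dose screen, relative to plate controls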
SRC2 inh: human SRC2 (NCOA2) inhibition; 0.17% of 370,000 active; AID 651957; HEK293 GAL4-SRC2 luciferase reporter, luminescence; inhibition, % at 9 µM; Q15596;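 active = inhibition above the mean inhibition of all tested compounds plus 3 SD, set per campaign, cut at about 52% in these data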;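 note: 0% = DMSO treated cells and 100% = cells given Gossypol at 36 µM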
TROY NFkB inh: inhibitors of TROY-dependent NF-kB signaling | 0.98% of 360,000 active | AID 1347056 | Q293 LMP1-TROYcd NF-kB luciferase reporter, 4 h | inhibition, % at 10 µM;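 active = compounds whose plate-normalised and pattern-corrected inhibition of the luciferase reporter signal at the single screening dose is 50% or more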
TLR9-MyD88 block: blocks human TLR9 binding to MyD88. Q9NR96+Q99836. CHO BLA complementation TLR9-MyD88, CCF4 FRET ratio. inhibition, % at 4.98 µM. 0.21% of 340,000 active;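 active = inhibition above the mean over all tested compounds plus 3 SD, cut at about 21% in these data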;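 note: 0% = DMSO only wells and 100% = clavulanate BLA inhibitor control wells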
NR5A2 inv ag: suppresses constitutive activity of human LRH-1; O00482; HEK293T StAR-luciferase reporter, LRH-1 transfected, 24 h; inhibition, % at 3.6 µM; 0.13% of 360,000 active; AID 602396;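 active = inhibition above the mean inhibition of all tested compounds plus 3 SD, cut at about 73% in these data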;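 note: 0% = DMSO wells and 100% = reporter-only cells lacking LRH-1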
* marks the source's active call; other numbers are inactive results; . = no result given. A portion of the library (hit frequency here may not be typical).

SMILES	EBV LMP1 NFkB	NOD2 RIPK2 PPI	COUP-TFII inh	SRC3 inh	SRC1 inh	TWEAK-Fn14 inh	TRAIL sens C8	SRC2 inh	TROY NFkB inh	TLR9-MyD88 block	NR5A2 inv ag
CN(C(=O)COC(=O)CNC(=O)C12CC3CC(CC(C3)C1)C2)C1CCS(=O)(=O)C1 (stereo unspecified)	4	-7	14	7	11	14	-7	3	-24	-11	15
Cc1cc(C)n2nc(C(=O)Nc3nnc(C4CC4)s3)nc2n1	-3	-2	8	0	1	2	24	-1	4	1	2
O=c1oc2ccccc2c2c1nnn2CCO	-2	-7	-6	-23	-16	8	-5	-24	-7	9	1
Cc1onc(-c2ccccc2Cl)c1C(=O)Nc1nnc(Cc2ccc(Cl)cc2)s1	-14	4	13	22	-36	-20	-11	5	24	6	-11
Cc1ccc(S(=O)(=O)Nc2cccc(S(=O)(=O)N3CCCC3)c2)cc1C	7	-5	10	5	-2	-1	2	-17	6	0	-7
COc1ccc(C(C(=O)NC2CCCC2)N(C(=O)c2ccco2)c2cc3c(cc2C(C)=O)OCO3)cc1OC (stereo unspecified)	-1	-1	8	19	6	18	0	8	-4	12	-4
CSc1ncccc1C(=O)OCC(=O)c1ccc(C)s1	-2	2	-8	6	-6	-15	1	-7	11	6	7
CC1=CC(=C(C#N)c2nc3ccccc3s2)C=C(C)N1c1ccc(F)cc1	-11	2	-4	-5	-4	-11	19	-23	11	4	9
CCNc1nc(Oc2ccc(OC)cc2)cc(C(F)(F)F)n1	1	10	-7	14	11	32	-7	-4	9	-6	4
CSCC[C@H](NS(=O)(=O)c1ccc(C)cc1)C(=O)N1CCC(C(=O)N[C@H](C(=O)O)c2ccccc2)CC1	2	3	13	6	-14	-7	-9	-17	10	1	12
COCCC(=O)Nc1c(-c2ccccc2)c2cc(Br)ccc2[nH]c1=O	4	-7	14	4	22	5	2	-12	-6	-10	11
O=C(NCCCCc1ccccc1)c1cc([N+](=O)[O-])cc([N+](=O)[O-])c1	2	1	12	-1	-15	-20	-6	16	9	-11	-1
Cc1cc(-c2ccc(C)c(S(=O)(=O)N3CC(=O)Nc4ccccc43)c2)on1	-4	-5	-8	-3	1	92*	-11	2	-14	5	10
O=C(Nc1ccc2ccccc2c1)c1ccc(Br)o1	-26	-4	-31	-119	-111	-12	18	-57	-65	-3	-123
Oc1c(CN2CCOCC2)cc(CN2CCOCC2)c(O)c1CN1CCOCC1	-1	-4	0	-5	1	-8	-14	-41	-8	-4	-24
COC(=O)c1ccc(CN2CCCCC2)cc1	-4	-7	-2	7	-31	-17	12	-18	12	-11	1
CCOC(=O)N1CCN(C(=O)CSCC(=O)Nc2nc(-c3ccc4c(c3)OCO4)cs2)CC1	-8	8	.	-64	-27	28	3	.	4	-11	-49
CCCCNC(=S)Nc1cc([N+](=O)[O-])ccc1C	13	-5	2	14	12	1	7	3	-9	-4	-10
CCCc1ccc(-c2c(C)sc(NC(=O)c3ccnn3C)c2C#N)cc1	9	9	13	21	1	13	0	11	61*	7	9
COc1cc(NC(=O)CSc2nnc3ccccn23)cc(OC)c1	0	6	-4	0	-9	-8	-14	-23	-1	4	6
CCN1CCN(C(=O)Nc2cccc(C(F)(F)F)c2)CC1	10	-12	-3	8	13	-11	0	-6	-1	3	13
COc1ccc(CCNS(=O)(=O)c2cccs2)cc1	-11	5	14	3	0	-21	-15	-18	-3	2	-11
COC(=O)c1ccc(Sc2nnnn2-c2ccccc2)c([N+](=O)[O-])c1	-9	0	-18	29	7	84*	-6	34	36	3	17
CC1C(=O)NC(=O)C1c1ccccc1 (stereo unspecified)	2	2	24	1	5	9	-3	13	-15	1	15
Cn1cnnc1SCC(=O)NC1CCCc2ccccc21 (stereo unspecified)	0	-2	-4	10	-13	0	-2	-27	0	-6	-15
CC1CC(C)CN(S(=O)(=O)c2ccc3oc(=O)ccc3c2)C1 (stereo unspecified)	4	-7	-3	0	-8	15	4	16	-26	-75	-4
Cc1cc(C)c(NC(=S)NC(=O)c2c(Cl)c(C)nn2C)c([N+](=O)[O-])c1	6	3	16	-2	6	20	-1	-4	-3	-1	-27
CCn1c(CCNC(=O)c2ccc(F)cc2)nc2ccccc21	6	-2	0	9	10	-21	-17	-18	3	4	-5
COc1ccc(OC)c(C2C(C(=O)c3cc4ccccc4o3)=C(O)C(=O)N2c2cc(C)on2)c1 (stereo unspecified)	-5	5	3	3	-3	3	-6	12	-16	-4	-10
O=C1S/C(=C\c2ccc(O)c([N+](=O)[O-])c2)C(=O)N1c1ccccc1Cl	-4	1	-5	-2	-9	22	3	-5	54*	1	12
NC(=O)c1ccsc1NC(=O)c1ccc(S(=O)(=O)N2CCCc3ccccc32)cc1	-12	-9	38*	-6	-12	92*	42	-24	61*	2	29
COc1ccccc1/C=C/C(=O)OCC(=O)NC(=O)NC1CCCC1	1	-2	-2	-1	-18	-7	-3	13	9	1	7
O=C(OCn1cncn1)c1ccc(Cl)cc1Cl	0	-5	-5	10	-11	-1	30	-36	12	6	8
CCN(CC(=O)Nc1ccc2c(c1)OCCO2)C(=O)CSCC(=O)Nc1ccc(C)cc1	6	-1	-9	-2	-13	-9	-3	-10	-16	5	18
O=C(Nc1ccc(C(=O)N2CCCCC2)cc1)c1ccccc1	-6	-5	-22	-31	-31	-10	4	-27	-31	-1	-47
CC(CNC(=O)c1cccs1)c1ccc([N+](=O)[O-])cc1 (stereo unspecified)	2	-10	0	10	-1	9	-3	-13	-2	3	36
COc1cc2c(C)nc3c(c(C)nn3-c3ccccc3)c2cc1OC	14	-5	0	9	5	-32	-6	20	-7	-15	2
CC1(C)CC(=O)C2=C(C1)N=C1SCCC(=O)N1C2c1ccccc1 (stereo unspecified)	-4	6	-6	17	6	-9	9	21	-7	5	-14
O=C(NCCCc1ccncc1)C1CCC(=O)N(CCc2cccc(F)c2)C1 (stereo unspecified)	-1	6	10	-5	-3	3	5	1	5	-10	-19
COc1ccc(Cl)cc1-c1nc(SCC(=O)NC2CCS(=O)(=O)C2)n[nH]1 (stereo unspecified)	0	2	10	1	-11	-9	-16	11	9	3	-12
CSc1nnc(CNS(=O)(=O)c2ccc(F)cc2)n1C	-4	-9	-14	7	2	28	6	-12	-15	-6	6
O=C(Cn1nnc(-c2ccccc2)n1)OC1CCOC1=O (stereo unspecified)	-6	2	2	6	-2	-25	12	0	-19	-5	3
Cc1cc(C)nc(Sc2nc(C)nc3c2oc2ccccc23)n1	0	8	-1	18	-12	35	-9	25	16	-6	-2
Cc1ccsc1C(=O)Nc1ccc2c(c1)OCCO2	18	-10	-46	-77	-79	33	71*	-39	-16	-2	-113
CCOc1ccc2[nH]c3nc(SCC(=O)OC(C)C)nnc3c2c1	3	-2	11	-6	-17	-25	0	9	21	0	12
CCCC(=O)Nc1ccc(NC(=O)c2ccccc2Cl)nc1	-10	0	-30	-17	-42	-22	8	-31	-30	-7	-19
O=C(OCc1nnc(-c2ccc(Br)cc2)o1)c1ccco1	-4	3	-10	-4	-11	-29	-11	10	-42	-9	15
CC(C)n1c(=O)c2c(O)cc(=O)oc2c2ccccc21	-10	1	7	6	1	7	-7	1	-10	-2	5
CCOC(=O)C1(S(=O)(=O)c2ccc(Cl)cc2)CCN(Cc2ccccc2)CC1	-18	7	-7	3	-1	7	4	-24	-14	-8	-2
COCCNC(=O)Nc1ccc2c(c1)N(C)C(=O)CS2	-3	3	-28	16	-3	-17	-5	-30	-17	-2	-4
CCN1C(=O)[C@H]2[C@@H](c3ccc(C)cc3)N[C@]3(CCCN(Cc4ccc(F)cc4)C3=O)[C@H]2C1=O	-5	10	11	-14	-2	16	-4	-15	2	4	12
N=C(N)n1ncc2c1CCCC2=O	.	-16	3	.	.	21	-12	-31	1	.	8
O=C(NCCNCc1ccccc1)c1ccco1	1	0	-24	-34	-31	29	-15	-13	-33	-6	-51
Cc1ccccc1N1CCN(CCCOc2ccc3c(C)cc(=O)oc3c2)CC1	1	4	14	-2	4	-16	0	-4	10	-5	22
O=[N+]([O-])c1ccccc1OCC(O)CNC1CCCC1 (stereo unspecified)	-10	0	-16	20	2	-17	-7	9	0	2	7
CC(C)N(C(=O)COC(=O)c1ccccc1C(=O)N1CCN(c2ccc(F)cc2)CC1)C(C)C	-3	1	7	-7	-1	-3	1	-8	-25	8	-20
COc1cccc2sc(NNC(=O)COc3ccccc3)nc12	1	-9	13	14	-4	10	-7	29	12	-5	-3
CC1(C)Cc2ccccc2C(NNC(=O)c2ccccn2)=N1	7	-5	-3	5	7	-12	-1	-11	-8	-4	4
COc1ccc(-c2cc(C(=O)Nc3nc4c(C)cccc4s3)c3ccccc3n2)cc1OC	-5	-7	6	-23	-3	11	12	2	-16	-5	4
O=C(COC(=O)CNC(=O)c1ccc(Cl)cc1)Nc1cccc(S(=O)(=O)N2CCCC2)c1	-4	-1	12	7	4	4	-15	8	21	-3	6
Next part:
SMILES	EBV LMP1 NFkB	NOD2 RIPK2 PPI	COUP-TFII inh	SRC3 inh	SRC1 inh	TWEAK-Fn14 inh	TRAIL sens C8	SRC2 inh	TROY NFkB inh	TLR9-MyD88 block	NR5A2 inv ag
CC(C)c1ccc(S(=O)(=O)N2CCN(C(=O)C3CCCC3)CC2)cc1	0	7	15	-8	-30	11	9	16	7	-11	11
CC12CCC(C(=O)N3CCC(Cc4ccccc4)CC3)(C(=O)C1=O)C2(C)C (stereo unspecified)	-6	-9	21	5	9	0	-3	3	8	0	25
O=C(NNC1CC(=O)N(c2cccc(Cl)c2)C1=O)c1cccnc1 (stereo unspecified)	1	-10	4	4	12	17	-2	12	-18	-8	-7
CCSc1nc(-c2ccccc2)nc2c1CCCC2	5	-9	-12	-10	-9	8	-6	8	15	0	3
CC(C)C12CN3CC(C(C)C)(CN(C1)C3c1ccc([N+](=O)[O-])o1)C2=O (stereo unspecified)	2	8	12	3	-4	4	-19	-20	-2	-4	10
S=C(N/N=C/c1ccccc1Cl)Nc1ccccc1	11	-3	-28	-45	-32	-3	8	-42	-50	0	-93
Cc1c(-c2ccccc2)[n+](=O)c2c(n1[O-])CCCCC2	-1	0	0	10	4	4	-11	8	-9	-1	-15
Cc1ccc(NC(=O)CN(C)C(=O)COC(=O)c2nc3nccc(C)n3n2)cc1	3	-8	-13	7	-4	12	-21	-15	15	13	9
Cc1ccccc1NC(=O)CCN1CCCC1	-7	-2	-17	12	9	11	-7	13	0	-10	18
CCCN(CC(=O)Nc1ccccc1C)C(=O)c1ccc(S(=O)(=O)N2CCC(C)CC2)cc1	-6	12	-15	-22	-12	21	-8	-4	10	1	14

Full records from above. Order of values: EBV LMP1 NFkB | NOD2 RIPK2 PPI | COUP-TFII inh | SRC3 inh | SRC1 inh | TWEAK-Fn14 inh | TRAIL sens C8 | SRC2 inh | TROY NFkB inh | TLR9-MyD88 block | NR5A2 inv ag
Cc1ccccc1NC(=O)CCN1CCCC1 as listed: -7 | -2 | -17 | 12 | 9 | 11 | -7 | 13 | 0 | -10 | 18
CCSc1nc(-c2ccccc2)nc2c1CCCC2 as listed: 5 | -9 | -12 | -10 | -9 | 8 | -6 | 8 | 15 | 0 | 3
Cc1c(-c2ccccc2)[n+](=O)c2c(n1[O-])CCCCC2 as listed: -1 | 0 | 0 | 10 | 4 | 4 | -11 | 8 | -9 | -1 | -15
CC(C)c1ccc(S(=O)(=O)N2CCN(C(=O)C3CCCC3)CC2)cc1 as listed: 0 | 7 | 15 | -8 | -30 | 11 | 9 | 16 | 7 | -11 | 11
